Source: PubChem BioAssay
NTR1 agonist – agonists of NTR1, primary screen, imaging, U2OS cells, beta-arrestin-GFP, high content (AID 493036); Neurotensin receptor type 1 (Homo sapiens), P30989; 0.17% of 330,000 active; activation, % at 20 µM; NTR1-U2OS beta-arrestin-GFP spot imaging, agonist mode;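 active = activation at or above 40% of the spot to cytoplasm intensity ratio, with at least 20 cells analyzed; inconclusive = wells under 20 cells, flagged as cytotoxic or low count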;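 also: 0% = DMSO without peptide and 100% = 100 nM NTR1 peptide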
Target sequence (P30989 whole entry, looked up): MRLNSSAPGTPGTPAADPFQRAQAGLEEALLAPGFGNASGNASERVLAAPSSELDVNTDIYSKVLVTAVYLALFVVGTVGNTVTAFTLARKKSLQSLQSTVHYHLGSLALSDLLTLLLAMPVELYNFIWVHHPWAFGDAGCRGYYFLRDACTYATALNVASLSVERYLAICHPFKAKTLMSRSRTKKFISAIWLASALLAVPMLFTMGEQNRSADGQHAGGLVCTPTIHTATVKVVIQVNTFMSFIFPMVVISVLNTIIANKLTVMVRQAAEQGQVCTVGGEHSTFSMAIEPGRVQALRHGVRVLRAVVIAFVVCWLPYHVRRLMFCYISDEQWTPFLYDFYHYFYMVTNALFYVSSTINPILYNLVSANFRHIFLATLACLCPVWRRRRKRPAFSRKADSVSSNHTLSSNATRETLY
West Nile virus CPE – West Nile virus antiviral activity, cell-based, CPE readout (AID 1621) | West Nile virus-infected cells, CPE inhibition; higher % means a stronger effect | CPE inhibition, % at 10 µM; hits with a dose series show IC50 in µM | 0.02% of 290,000 active; in the data active = a potency from the dose series; inconclusive = CPE inhibition mostly from about 3.7% at the one dose, without a potency; inactive = the rest, 99 in 100 with CPE inhibition below about 2.2%; also: strong numbers were not always called active
RSV CPE inhibition – RSV antiviral activity via CPE protection, HEp-2 cells, primary 10 µM value included (AID 2391). HEp-2 cells, RSV-induced CPE inhibition; higher % means a stronger effect. one-dose CPE inhibition, % at 10 µM; IC50 in µM for titrated hits. 0.13% of 310,000 active; in the data active = a potency from the dose series; inconclusive = CPE inhibition mostly from about 23% at the one dose, without a potency; inactive = the rest, 99 in 100 with CPE inhibition below about 21%; also: strong numbers were not always called active
Dengue-2 NS5 capping – Dengue-2 NS5 methyltransferase inhibitors, primary screen, biochemical, confirmation dose response (AID 588689); inhibition, % at 25 µM; hits with a dose series show IC50 in µM; Dengue-2 NS5 methyltransferase capping enzyme assay, biochemical; higher % means a stronger effect; 0.3% of 340,000 active; in the data active = a potency from the dose series; inconclusive = inhibition above about 29% without an active follow-up result
K1F lysis inhibition – inhibition of K1F phage lysis, E. coli UTI89, bacterial capsule biogenesis inhibitors, alamar blue (AID 488966). E. coli UTI89 K1F phage lysis, alamar blue, 2 h; higher % means a stronger effect. inhibition, % at 100 µM; hits with a dose series show IC50 in µM. 0.02% of 340,000 active;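 active = phage lysis inhibition, versus mean bacterial control, above a set limit; inconclusive = no clear call, values can overlap the other calls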;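 also: capsule biogenesis inhibitors block K1F phage lysis so surviving cells raise fluorescence; higher fluorescence means more inhibition of phage lysis; actives were called in the ten point dose series up to 300 µM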
SIAH1 antagonists – Siah-1 peptide-binding antagonists, primary screen, biochemical, fluorescence polarization, rhodamine-plectin, uHTS (AID 1817) | Siah-1 / rhodamine-plectin peptide fluorescence polarization; higher % means a stronger effect | one-dose displacement, % at 20 µM; IC50 in µM for titrated hits | 0.02% of 290,000 active;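 active = displacement of at least 50% at 20 µM, with a fluorescence ratio check between 0.3 and a set limit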;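 also: plate controls were Siah plus tracer with DMSO for no effect and tracer alone without Siah for full effect; strong numbers were not always called active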
SV40 large T antigen – SV40 large T antigen inhibitors, biochemical (AID 1903); SV40 large T antigen ATPase/helicase inhibition assay; higher % means a stronger effect; inhibition, % at 20 µM, or IC50 in µM where a hit was titrated; 0.39% of 310,000 active; in the data active = a potency from the dose series; inconclusive = inhibition mostly from about 32% at the one dose, without a potency; inactive = the rest, 99 in 100 with inhibition below about 32%; also: strong numbers were not always called active
MgcRacGAP inhibition – MgcRacGAP GTPase-activating activity inhibitors, confirmation, biochemical, ADP Hunter fluorescence. Rac GTPase-activating protein 1 (Homo sapiens). MgcRacGAP-stimulated Rac1 GTP hydrolysis, ADP Hunter fluorescence; higher % means a stronger effect; GST-tagged Rac1 F28L mutant substrate. inhibition, % at 30 µM, or IC50 in µM where a hit was titrated. 0.6% of 340,000 active. AID 624330, 2012;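 active = first-screen hits whose inhibition reached a set limit at any dose in the follow-up dose series; inconclusive = inhibition above the set first-screen limit but never retested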;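 also: fluorescence reports GDP produced by GAP-driven GTP hydrolysis; strong numbers were not always called active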
AID2073 – inhibitors of Mint1-CaV2.2 protein interaction, biochemical, HTRF (AID 2073) | inhibition, % at 20 µM, or IC50 in µM where a hit was titrated | 0.19% of 290,000 active | Voltage-dependent N-type calcium channel subunit alpha-1B (Homo sapiens) | HTRF protein-protein interaction, Mint1-CaV2.2; higher % means a stronger effect; in the data active = inhibition mostly above about 51%, no sharp cut-off; inconclusive = no clear call, values can overlap the other calls; inactive = mostly below about 53%; also: some results filed as inactive read as strong as hits
NTR1 agonist cell count 20 µM – further read-out of NTR1 agonist, marked with its call; cell count; measured here: cell count, cytotoxicity flag
Dengue-2 NS5 capping pilot replicate – also measured in Dengue-2 NS5 capping; calls as there; inhibition, %; measured here: pilot screen replicate inhibition
Numbers without * were called inactive; ? = inconclusive; . = not tested or not shown; [ ] = another dose, or the depositor's remark.

SMILES	NTR1 agonist	NTR1 agonist cell count 20 µM	West Nile virus CPE	RSV CPE inhibition	Dengue-2 NS5 capping	K1F lysis inhibition	SIAH1 antagonists	SV40 large T antigen	MgcRacGAP inhibition	AID2073	others
CCN(C(=O)CSc1nc2ccc([N+](=O)[O-])cc2s1)C1CCS(=O)(=O)C1 (stereo unspecified)	-1.1	92	-0.9%	0.4%	-5.3%	0.6%	0.5%	18.6%	8.5%	0.2%
CC(C)N(Cc1nc(-c2ccccc2)no1)C(=O)CN(C)S(=O)(=O)c1ccc(Br)cc1	2.2	76	-1.2%	17.4%	-4.8%	3.6%	4.5%	14.1%	10.9%	11.8%
O=C(NC1CCCCC1)c1cc(S(=O)(=O)N2CCOCC2)c(Cl)cc1Cl	-1.3	45	0.2%	-0.3%	8.3%	0.0%	-7.1%	-2.5%	3.7%	-3.0%
COc1cc(SC)ccc1C(=O)N(C)CC(=O)Nc1cccc2ccccc12	6.5	56	.	1.1%	-9.2%	0.7%[50 µM]	.	.	0.8%	.
Cn1cnc(C(F)(F)F)c1-c1ccc([N+](=O)[O-])cc1	0.3	39	-0.4%	5.2%	-10.3%	2.0%	2.4%	15.2%	4.1%	1.6%
COc1ccc(-c2sc3ccccc3c2-c2ccc(OCCN3CCCCC3)cc2)cc1	9.1	52	.	.	-2.0%	-0.1%	.	.	11.6%	.	Dengue-2 NS5 capping pilot replicate=-1.5
N#Cc1ccc(NC(=O)CN2C(=O)NC3(CCCC3)C2=O)cc1	0.1	49	-0.8%	1.6%	-2.5%	0.4%	8.0%	16.2%	5.0%	17.0%
CCN(CC(=O)Nc1ccc(NC(C)=O)cc1)C(=O)/C=C/c1ccccc1	0.4	57	.	-1.6%	-10.9%	1.2%[50 µM]	.	13.0%	5.9%	.
CCC(C)NC(=O)CSc1ncccc1C(=O)O (stereo unspecified)	0.0	47	0.4%	-1.6%	-2.4%	-2.1%	1.9%	-0.4%	6.3%	-2.9%
Cc1ccccc1CN1C[C@@H]2C[C@@H](c3cn(C)nc3-c3ccccc3)N3CCC[C@@]23C1=O	1.7	39	-0.1%	5.2%	.	0.3%	2.6%	.	-7.0%	-36.7%
Cc1ccc(C(=O)N2CCCCC2)cc1S(=O)(=O)N1CCOCC1	-0.3	59	-0.1%	0.6%	-1.3%	0.0%	-1.1%	5.3%	7.2%	7.7%
N#Cc1ccccc1OCC(=O)Nc1cccc(S(=O)(=O)N2CCCCCC2)c1	7.0	52	.	0.4%	-2.2%	0.8%[50 µM]	.	.	-1.7%	.
OCCNc1ncnc2c1cnn2Cc1ccccc1	.	.	0.7%	0.4%	-5.2%	1.3%[50 µM]	4.0%	2.2%	3.1%	10.8%
O=C(NCc1ccco1)c1cccn2c(=O)c3sccc3nc12	13.6	84	-0.3%	-1.6%	-3.5%	-0.2%	.	.	5.4%	.
COCc1nnc(NC(=O)CC(C)c2ccccc2)s1 (stereo unspecified)	-0.7	100	0.5%	1.3%	0.0%	0.0%	-2.0%	12.4%	3.9%	?
COc1ccccc1CNC(=O)COC(=O)COc1ccccc1F	-0.8	67	.	-0.2%	-10.9%	-1.0%	.	.	2.5%	.
Cc1cnn(C(=O)c2cc(-c3ccccc3)nc3ccccc23)c1	3.9	66	-0.6%	1.9%	-8.0%	4.5%	-0.2%	2.6%	4.4%	0.3%
O=C(Nc1cccn(Cc2ccccc2)c1=O)NC1CCCCC1	1.8	85	-0.8%	2.7%	2.5%	-0.1%	6.8%	9.8%	3.7%	19.4%
CCNC(=S)Nc1ccc2c(c1)oc1ccccc12	6.0	45	.	3.8%	0.8%	0.5%	.	14.4%	15.4%	.
C=C(C)C(=O)N1CC2(CC(c3cccc(NC(=O)CCCCC)c3)=NO2)C[C@H]1C(N)=O (stereo partly specified)	-0.2	49	0.4%	0.6%	-8.8%	1.8%	3.2%	6.9%	3.3%	5.9%
CCCOc1ccc(-c2nnn(CC(=O)c3ccc4c(c3)OCCO4)n2)cc1	8.7	36	-0.9%	5.4%	-4.0%	3.5%	2.6%	19.5%	5.9%	6.5%
N#Cc1ccc(C(c2nnnn2Cc2ccccc2)N2CCCC2)cc1 (stereo unspecified)	-1.8	79	-1.1%	2.3%	-5.5%	0.0%	5.1%	11.2%	2.5%	36.5%
C=C(C)CN(CC)C(=O)c1ccc(OC2CCN(S(=O)(=O)N(C)C)CC2)cc1	2.9	49	-1.2%	4.6%	-6.3%	0.1%	0.1%	0.7%	8.1%	-20.0%
CCOC(=O)C1C(c2ccc([N+](=O)[O-])cc2)C2C(=O)NN=C2CC1(C)O (stereo unspecified)	-0.2	58	-0.1%	3.3%	.	.	4.9%	7.0%	.	3.8%
COC(=O)c1c(N)n(CCCN2CCOCC2)c2nc3ccccc3nc12	0.5	75	0.1%	-0.2%	3.2%	-0.3%	-1.2%	-14.2%	9.0%	23.7%
COc1ccc(N2CCN(c3ccc(S(=O)(=O)N(C(C)C)C(C)C)cn3)CC2)cc1	2.9	60	-1.1%	0.2%	0.0%	0.2%	3.3%	5.9%	11.9%	7.1%
O=C1c2ccccc2NC(c2ccc(Cl)cc2Cl)N1Cc1ccccc1 (stereo unspecified)	4.1	48	0.3%	0.1%	-0.7%	0.6%	-2.5%	-2.1%	4.5%	2.0%
Nc1nnc(SCC(=O)OCc2ccc(Cl)c(Cl)c2)s1	1.7	46	0.2%	1.1%	5.8%	-1.0%	8.2%	3.7%	1.5%	1.0%
COc1ccc2[nH]c3c(=O)n4c(nc3c2c1)SCC4	-0.2	31	0.4%	-2.0%	.	-0.7%	3.2%	11.0%	16.7%	6.7%
CC(C)N(Cc1nc(-c2ccccc2)no1)C(=O)c1ccc([N+](=O)[O-])cc1	0.0	47	-1.4%	-2.1%	5.4%	0.2%	3.3%	8.2%	1.9%	9.5%
COc1ccc(NC(=O)/C=C/C(=O)O)c([N+](=O)[O-])c1	-0.8	56	-0.1%	-0.1%	-3.8%	0.5%	5.5%	10.7%	6.0%	-9.6%
O=C(O)CSc1nnc(Cc2ccccc2)n1-c1ccccc1	0.5	56	0.2%	2.7%	-4.0%	0.6%	5.3%	7.6%	6.3%	-9.6%
Cc1ccc(C(=O)NCCc2ccccc2)cc1N1CCCC1=O	-1.0	65	-0.1%	1.3%	0.9%	2.9%	3.5%	0.5%	8.8%	6.3%
CCCCC(c1nnnn1CCOC)N1CCN(CC)CC1 (stereo unspecified)	1.5	52	0.0%	-0.6%	-3.2%	-1.5%	-5.5%	7.6%	0.4%	35.4%
COc1ccc(OC)c(-n2c(-c3cc(-c4ccccc4)n[nH]3)n[nH]c2=S)c1	0.2	57	-0.3%	1.0%	0.0%	-5.6%	-4.0%	12.6%	2.1%	16.4%
Brc1ccc(-c2nc3ncccn3c2NC2CCCCC2)o1	8.3	85	0.2%	1.1%	-11.0%	2.5%	0.5%	12.4%	7.3%	8.9%
CCN(CC)Cc1cc(NC2=NS(=O)(=O)c3ccccc32)ccc1OC(=O)C(C)C	-1.8	93	-0.2%	1.3%	-4.9%	-0.2%	-0.4%	12.7%	12.2%	0.2%
COC(=O)c1c(NC(=O)CSc2nnc(-c3ccco3)n2Cc2ccccc2)sc(C)c1C	15.2	47	-0.3%	-0.2%	-17.1%	0.0%	1.3%	5.5%	8.2%	-7.1%
CC(C)CC(=O)NC(c1cccs1)c1ccc2cccnc2c1O (stereo unspecified)	0.5	40	?	-4.3%	0.8%	3.3%	-3.8%	-2.8%	-2.7%	?
CCCNC(=O)C1CCC(CNS(=O)(=O)c2ccc3c(c2)CC(C)N3C(C)=O)CC1 (stereo unspecified)	-0.9	65	1.5%	3.0%	-4.9%	0.1%	-1.1%	5.4%	3.4%	-0.8%

Of the compounds above, these have a Cl atom.
SMILES	NTR1 agonist	NTR1 agonist cell count 20 µM	West Nile virus CPE	RSV CPE inhibition	Dengue-2 NS5 capping	K1F lysis inhibition	SIAH1 antagonists	SV40 large T antigen	MgcRacGAP inhibition	AID2073	others
O=C(NC1CCCCC1)c1cc(S(=O)(=O)N2CCOCC2)c(Cl)cc1Cl	-1.3	45	0.2%	-0.3%	8.3%	0.0%	-7.1%	-2.5%	3.7%	-3.0%
O=C1c2ccccc2NC(c2ccc(Cl)cc2Cl)N1Cc1ccccc1 (stereo unspecified)	4.1	48	0.3%	0.1%	-0.7%	0.6%	-2.5%	-2.1%	4.5%	2.0%
Nc1nnc(SCC(=O)OCc2ccc(Cl)c(Cl)c2)s1	1.7	46	0.2%	1.1%	5.8%	-1.0%	8.2%	3.7%	1.5%	1.0%

The results go on.
SMILES	NTR1 agonist	NTR1 agonist cell count 20 µM	West Nile virus CPE	RSV CPE inhibition	Dengue-2 NS5 capping	K1F lysis inhibition	SIAH1 antagonists	SV40 large T antigen	MgcRacGAP inhibition	AID2073	others
Cc1ccc(CNC(=O)COC(=O)Cc2ccc(-c3ccccc3)cc2)cc1	3.0	73	-1.2%	2.4%	-9.2%	1.4%[50 µM]	6.8%	1.9%	8.8%	4.2%
CC(OC(=O)c1ccco1)C(=O)NCc1ccc2c(c1)OCO2 (stereo unspecified)	-2.1	41	-0.3%	0.6%	-10.0%	0.2%	-1.9%	6.1%	9.0%	-7.6%
CC(C)(C)c1ccc(NC(=O)COC(=O)c2ccc(CN3CCCC3=O)cc2)cc1	0.3	53	.	0.0%	-14.5%	-0.6%[50 µM]	.	.	4.8%	.
O=S(=O)(c1ccccc1)C1(C2CC(c3ccccc3)=NO2)CC(O)C1 (stereo unspecified)	5.7	50	-0.3%	0.1%	-6.4%	0.7%	5.1%	5.2%	4.3%	-0.8%
CC1CCC(C(C)C)C(OCC(O)CNC(C)(C)C)C1 (stereo unspecified)	1.3	58	-0.6%	-2.9%	-3.8%	0.5%	4.6%	11.5%	1.8%	17.3%
CCCCN(CCCC)CCNC(=O)CN1C(=O)COc2ccc(S(=O)(=O)N3CCOCC3)cc21	0.1	63	-0.2%	-1.2%	-9.7%	0.0%	-2.3%	18.2%	8.1%	11.7%
CCCCn1c(N)c(N(CCOC)C(=O)COC(=O)CCOc2ccccc2C)c(=O)[nH]c1=O	-1.5	55	.	-2.0%	5.8%	0.7%[50 µM]	.	23.6%	1.9%	.
CCn1nc(CC(=O)Nc2nnc(CC(=O)N3CCCCC3)s2)c2ccccc2c1=O	-0.7	59	.	.	2.4%	0.7%	-4.4%	15.6%	10.9%	3.3%
